# Mtb FBA inh – inhibits M. tuberculosis FBA enzyme; inhibition, % at 1 µM; P9WQA3; purified M. tuberculosis FBA, fluorescence read-out; 360,000 compounds, 2.3% hits; in the data active = inhibition above about 27%;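 note: 0% = vehicle and 100% = reference inhibitor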
# Target sequence (P9WQA3 whole entry, looked up): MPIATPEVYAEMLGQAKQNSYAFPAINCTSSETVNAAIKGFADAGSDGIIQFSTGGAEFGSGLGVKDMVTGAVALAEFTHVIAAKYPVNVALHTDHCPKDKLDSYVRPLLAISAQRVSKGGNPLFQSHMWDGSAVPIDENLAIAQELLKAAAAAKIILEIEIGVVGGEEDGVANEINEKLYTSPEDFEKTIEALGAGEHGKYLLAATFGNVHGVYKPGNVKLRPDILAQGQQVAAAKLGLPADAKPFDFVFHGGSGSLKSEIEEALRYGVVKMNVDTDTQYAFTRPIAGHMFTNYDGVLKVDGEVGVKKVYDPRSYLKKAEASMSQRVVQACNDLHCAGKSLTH
# PriA SSB inh – K. pneumoniae PriA-SSBct interaction inhibition. 430,000 compounds, 0.6% hits. AID 1272365. inhibition, % at 33 µM. AlphaScreen SSBct-PriA binding, biotinylated peptide; in the data active = inhibition mostly above about 37%, no sharp cut-off; inactive = mostly below about 20%;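 note: plate controls were negative control peptide for no effect and reference peptide for full effect; strong numbers were not always called active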
# DUSP3 inh – DUSP3 (human) phosphatase inhibition; P51452; recombinant VHR phosphatase, pNPP absorbance; inhibition, % at 13.3 µM; 290,000 compounds, 0.52% hits; AID 1654; in the data active = inhibition above about 50%; note: some compounds called inactive have numbers as strong as hits
# Target sequence (P51452 whole entry, looked up): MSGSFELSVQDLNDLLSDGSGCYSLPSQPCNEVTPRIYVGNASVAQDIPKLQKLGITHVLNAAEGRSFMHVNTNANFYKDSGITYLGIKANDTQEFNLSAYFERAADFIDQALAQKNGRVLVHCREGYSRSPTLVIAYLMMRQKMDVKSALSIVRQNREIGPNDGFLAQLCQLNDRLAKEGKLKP
# 3CLpro inhibitor – SARS-CoV 3CLpro protease inhibition | inhibition, % at 6 µM | P0C6X7 | 290,000 compounds, 0.14% hits | recombinant SARS-CoV 3CLpro, quenched FRET peptide cleavage; in the data active = inhibition above about 12%
# BioA inh – BioA (M. tuberculosis) enzyme inhibition. AID 602481. 360,000 compounds, 0.096% hits. purified M. tuberculosis BioA enzyme, plate reader. inhibition, % at 9.99 µM; in the data active = inhibition above about 40%; inconclusive = no clear call, values can overlap the other calls
# BH1578 lux ind – quorum light induction in luxS cqsA deficient V. cholerae; 350,000 compounds, 0.16% hits; activation, % at 18.7 µM; V. cholerae BH1578 lux reporter, luminescence, 6 h; in the data active = activation mostly above about 9.7%, no sharp cut-off; inconclusive = no clear call, values can overlap the other calls; inactive = mostly below about 3.7%; note: not every result past the cut was called active; inactives centre near 0; reference of the scale not given here
# GDH-TPI counter – GDH-TPI coupled enzyme inhibition counter-screen; GDH-TPI coupled enzyme counterscreen, NADH absorbance; inhibition, % at 4.8 µM; 360,000 compounds, 1.2% hits; AID 588335; in the data active = inhibition above about 30%;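 note: 0% = DMSO wells and 100% = wells lacking the enzyme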
# MazEF act – activators of E. coli MazEF toxin-antitoxin RNase; P0AE70; activation, % at 20 µM; 350,000 compounds, 0.32% hits; AID 504720; FAM/BHQ RNA-DNA oligo cleavage fluorescence, 5 h; in the data active = activation above about 50%
# Target sequence (P0AE70 whole entry, looked up): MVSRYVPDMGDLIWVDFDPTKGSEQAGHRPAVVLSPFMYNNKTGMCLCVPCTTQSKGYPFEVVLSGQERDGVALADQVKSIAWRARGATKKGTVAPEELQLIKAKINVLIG
# Rv3671c protease – Rv3671c (M. tuberculosis) protease inhibition; AID 2606; inhibition, % at 5.96 µM; P9WHR9; 320,000 compounds, 0.048% hits; in the data active = inhibition above about 38%;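 note: extracellular domain of Rv3671c used as enzyme; 0% = enzyme with DMSO and 100% = no enzyme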
# UGM FP inh – blocks M. tuberculosis UGM enzyme. P9WIQ1. purified UGM, fluorescence polarization probe displacement. inhibition, % at 10 µM. 320,000 compounds, 0.06% hits. AID 504406; in the data active = inhibition above about 10%, passing the limit was not always enough; inconclusive = no clear call, values can overlap the other calls
# Target sequence (P9WIQ1 whole entry, looked up): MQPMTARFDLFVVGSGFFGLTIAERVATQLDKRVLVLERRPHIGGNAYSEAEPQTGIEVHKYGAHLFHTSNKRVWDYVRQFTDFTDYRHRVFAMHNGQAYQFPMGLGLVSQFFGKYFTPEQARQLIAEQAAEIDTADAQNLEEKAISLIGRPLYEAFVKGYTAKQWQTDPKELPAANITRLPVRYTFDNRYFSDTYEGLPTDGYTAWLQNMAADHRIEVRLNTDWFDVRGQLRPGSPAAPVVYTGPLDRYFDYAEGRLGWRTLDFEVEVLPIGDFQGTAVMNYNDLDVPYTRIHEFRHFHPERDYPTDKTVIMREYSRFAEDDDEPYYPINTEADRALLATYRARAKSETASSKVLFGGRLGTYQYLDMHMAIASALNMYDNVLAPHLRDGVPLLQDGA
# Starred values were filed as active, the others as inactive; i = inactive; ? = inconclusive; / = not tested or not shown; & = joins results of further samples; ! = not confirmed by another sample.
(1) COc1ccc(N2CCN(C(c3cccs3)C(C)NC(=O)C(=O)N3CCCCC3)CC2)cc1 (configuration not stated)
(2) O=C(CN1CC(c2ccccc2)CC1=O)Nc1ccc(F)cc1 (configuration not stated)
(3) Cc1ccc2cccc(OCc3ccc(F)cc3)c2n1
(4) COc1ccccc1C(=O)NCc1ccncc1
(5) CC(=O)COc1ccccc1OC(=O)c1ccco1
(6) CCCCN(C)C(=O)Cn1nc(-c2ccc(Cl)cc2)ccc1=O
(7) COc1cc(C2C(C(C)=O)=C(O)C(=O)N2CCN2CCOCC2)ccc1O (configuration not stated)
(8) Cn1nccc1-c1ccc(C(=O)NCc2ccc(Cl)cc2)c2occc12

Screen / compound no.	1	2	3	4	5	6	7	8
Mtb FBA inh	-0.7	6.3	7.0	0.9	1.7	77.3*	1.7	3.9
PriA SSB inh	-7.5	-11.8	-20.1	-2.5	-7.3	9.8	0.1	/
DUSP3 inh	5.3	-20.2	9.2	17.2	35.2	44.0	0.0	/
3CLpro inhibitor	-4.4	1.1	0.5	-3.5	-2.4	-14.7	-2.5	/
BioA inh	-1.2	0.9	0.1	-0.1	-0.4	1.6	-1.2	4.9
BH1578 lux ind	i	-0.2	-0.8	0.4	-0.7	i	0.2	i
GDH-TPI counter	-1.5	2.0	14.6	6.7	1.8	3.0	17.9	4.5
MazEF act	4.7	3.3	1.1	1.6	-0.2	-8.1	10.1	/
Rv3671c protease	0.2	-12.4	-0.3	-6.1	5.4	-7.8	-1.2	/
UGM FP inh	-1.0	-1.0	1.8	0.6	1.4	-0.4	-2.9	/

(9) O=C(CCCC(=O)NN=Cc1ccccc1Cl)NN=Cc1ccccc1Cl
(10) Cc1cccc(CN2CCC(N3CC(C)OC(C)C3)CC2)c1 (configuration not stated)
(11) Cc1ccc(S(=O)(=O)c2nc(-c3ccccc3)oc2NCc2cccnc2)cc1
(12) O=C(Nc1ccc(-c2ccco2)cc1)C1CCCN(Cc2ccco2)C1 (configuration not stated)
(13) Cc1csc2c(N3CCC(C(=O)O)CC3)ncnc12
(14) O=C(NCC1CCCCC1)c1ccc([N+](=O)[O-])cc1
(15) Brc1cc(Br)cc(CN2CCSCC2)c1
(16) O=C(c1ccco1)N1CCN(C(c2cccs2)c2nnnn2C2CCCC2)CC1 (configuration not stated)

Screen / compound no.	9	10	11	12	13	14	15	16
Mtb FBA inh	6.8	4.9	-0.5	-1.6	1.7	3.0	-0.7	-1.8
PriA SSB inh	-9.1	1.3	-1.6	/	-2.7	-0.2	-8.0	-0.5
DUSP3 inh	/	4.1	20.0	/	-6.5	17.8	16.3	17.1
3CLpro inhibitor	/	6.3	5.6	/	3.4	2.5	4.3	6.0
BioA inh	/	-1.4	2.8	-0.7	/	-1.6	-1.2	2.6
BH1578 lux ind	i	0.4	i	-0.3	-0.4	i	1.4	-2.2
GDH-TPI counter	-3.5	-6.5	6.7	0.9	-1.9	1.9	4.4	-5.6
MazEF act	5.3	6.0	-0.9	6.7	-0.8	-14.0	4.2	2.1
Rv3671c protease	/	-1.7	7.4	/	-3.7	0.5	-12.2	-6.4
UGM FP inh	/	0.7	1.9	/	-2.8	0.4	1.6	-0.3

# Full records as entered above. Order of screens: Mtb FBA inh	PriA SSB inh	DUSP3 inh	3CLpro inhibitor	BioA inh	BH1578 lux ind	GDH-TPI counter	MazEF act	Rv3671c protease	UGM FP inh
# `O=C(NCC1CCCCC1)c1ccc([N+](=O)[O-])cc1` is listed as 3.0	-0.2	17.8	2.5	-1.6	i	1.9	-14.0	0.5	0.4
# `O=C(CCCC(=O)NN=Cc1ccccc1Cl)NN=Cc1ccccc1Cl` is listed as 6.8	-9.1	/	/	/	i	-3.5	5.3	/	/
# `O=C(c1ccco1)N1CCN(C(c2cccs2)c2nnnn2C2CCCC2)CC1` (configuration not stated) is listed as -1.8	-0.5	17.1	6.0	2.6	-2.2	-5.6	2.1	-6.4	-0.3
# `Cc1csc2c(N3CCC(C(=O)O)CC3)ncnc12` is listed as 1.7	-2.7	-6.5	3.4	/	-0.4	-1.9	-0.8	-3.7	-2.8

# Other compounds
(17) COc1ccccc1NC(=O)C(CC(=O)O)Cc1cc(C)cc(C)c1 (configuration not stated)
(18) CCOC(=O)C1=C(C)NC(=O)NC1c1cc(Br)c(O)c(OC)c1 (configuration not stated)
(19) CCOc1ccc(OCCC(=O)OCC(=O)NC2CCCC2)cc1
(20) COc1cc(NC(=NS(=O)(=O)c2ccccc2)c2ccccc2)ncn1
(21) O=C(c1nn2c(C(F)(F)F)cc(-c3ccc(F)cc3)nc2c1Cl)N1CCOCC1
(22) COc1ccc(C(=O)N2CCC(C)(C(=O)NS(=O)(=O)C3CC3)C2)c(OC)c1 (configuration not stated)
(23) CC(C)(C)c1ccc(C(=O)Nc2ccc(O)c3c(=O)cc(-c4cccc(Cl)c4)oc23)cc1
(24) CSc1ccc(CN2CCC(N3CC(C)OC(C)C3)CC2)cc1 (configuration not stated)

Screen / compound no.	17	18	19	20	21	22	23	24
Mtb FBA inh	-0.4	1.1	-1.4	-1.4	5.0	-1.3	-1.2	1.1
PriA SSB inh	/	3.6&-2.0	-5.5	2.9	-4.9	/	-2.0	-6.0
DUSP3 inh	/	8.3	/	/	-1.9	/	14.2	16.0
3CLpro inhibitor	/	-9.9	/	/	2.4	/	/	4.2
BioA inh	-0.8	-1.4	-0.7	/	-0.7	-0.9	-1.1	-0.7
BH1578 lux ind	-1.0	-0.7	2.0	/	i	0.8	-3.7	-0.8
GDH-TPI counter	7.1	-9.7	-3.2	-1.8	-0.8	-5.3	7.6	-4.5
MazEF act	4.3	-2.5	3.4	-3.1	2.1	/	-6.3	9.2
Rv3671c protease	/	3.4	-0.7	/	-3.3	/	7.3	-2.0
UGM FP inh	/	8.4	1.7	/	3.5	/	-1.4	-0.7

(25) Cc1ccccc1S(=O)(=O)NC(=O)C1(C)CCN1C(=O)c1cccc(F)c1 (configuration not stated)
(26) O=NNc1nc2ccccc2n1Cc1ccccc1
(27) CCc1nc2ccc(C(=O)NC3CCN(Cc4ccccc4)CC3)cn2c1N(C)CCN1CCOCC1
(28) Cc1nc2c(-c3ccccc3)c(C)[nH]n2c(=O)c1Cl
(29) CCc1ccc(N2CN(Cc3ccco3)CNC2=S)cc1
(30) O=C(NC(=O)c1ccc(F)cc1F)Nc1ccc(Cl)cc1
(31) COc1ccc(N2C(=O)CC(c3ccccc3)C2=O)cc1 (configuration not stated)
(32) O=C(c1ccc(O)cc1)c1ccc(Cl)cc1

Screen / compound no.	25	26	27	28	29	30	31	32
Mtb FBA inh	-0.1	-1.0	-3.6	47.5*	2.4	-0.3	-1.3	-3.1
PriA SSB inh	/	32.6	/	0.0	5.7	-4.4	2.2	-7.9
DUSP3 inh	/	-28.2	/	3.5	16.6	16.6	16.5	-4.2
3CLpro inhibitor	/	2.7	/	-2.2	5.2	-4.1	4.0	4.6
BioA inh	-1.1	-1.6	-0.2	/	-2.3	/	-0.1	-0.5
BH1578 lux ind	-0.4	i	-4.5	i	-0.7	2.0	i	-0.4
GDH-TPI counter	-2.7	1.5	-9.1	7.5	-5.4	-5.2	0.0	18.4
MazEF act	/	-9.0	/	6.9	-3.2	-0.5	3.8	5.1
Rv3671c protease	/	-1.5	/	-1.7	-3.4	1.3	0.8	-2.8
UGM FP inh	/	-0.4	/	0.4	1.9	-3.5	-4.8	?

(33) O=C(Nc1cccc(-c2nc3ccccc3s2)c1)c1cccs1
(34) CCOC(=O)c1csc(NC(=O)C2CCCCC2)n1
(35) COc1cccc2cc(C(C)N(CCCN3CCOCC3)C(=S)Nc3ccccc3C)oc12 (configuration not stated)
(36) CC(C)Cc1nnc(NC(=O)CS(=O)(=O)Cc2ccccc2)s1
(37) O=C(COC(=O)[C@@H]1CC(O)CN1S(=O)(=O)c1ccc(Cl)c(Cl)c1)NC(=O)NCc1ccccc1 (some centres not stated)
(38) CC(C)(C)NC(=O)C(OC(=O)c1cccs1)c1ccc(F)cc1 (configuration not stated)
(39) Cc1cc(C(F)(F)F)c2c(N)c(C(=O)Nc3cc(C)on3)sc2n1
(40) O=C(CCCn1c(=O)[nH]c2cc(Cl)ccc2c1=O)NCCCN1CCCC1=O

Screen / compound no.	33	34	35	36	37	38	39	40
Mtb FBA inh	-5.3	-0.6	-2.2	4.7	-1.1	11.7	-7.4	10.4
PriA SSB inh	-17.0&-3.5	6.1	7.5	0.2	-2.8	3.4	-15.9	-3.5
DUSP3 inh	-4.8	12.1	18.4	5.4	/	21.7	3.1	0.0
3CLpro inhibitor	2.0	-0.3	-0.1	3.3	/	-2.4	-4.9	-3.4
BioA inh	/	1.1	0.2	/	0.4	/	/	-4.3
BH1578 lux ind	-0.2	-0.2	0.1	-0.3	-7.1	-0.5	i	-0.4
GDH-TPI counter	5.9	7.5	5.1	7.1	-6.0	0.6	6.4	13.6
MazEF act	2.7	6.9	6.7	7.4	9.9	1.7	25.7	-11.3
Rv3671c protease	-190.0	1.2	-16.1	-7.2	-3.0	1.6	0.2	3.3
UGM FP inh	1.3	7.5	3.1	4.4	0.4	-2.9	2.0	-1.6

(41) COc1ccccc1CNc1nc(SC)ncc1CO
(42) O=S(=O)(c1ccccc1)N(C1=NCCS1)S(=O)(=O)c1ccccc1
(43) O=C(O)CSCC(=O)Nc1cccc2ccccc12
(44) CCOC(=O)c1nnn(CC(=O)N2N=C(c3cc(C)ccc3C)CC2c2ccc(OC)cc2)c1C(=O)OCC (configuration not stated)
(45) CC1(Cc2ccc(OC(F)(F)F)cc2)C(=O)Nc2ccc(S(=O)(=O)NC3CCCCC3)cc21 (configuration not stated)
(46) O=[N+]([O-])c1ccc(CSc2nnc3ccccn23)cc1
(47) Cc1oc(C(=O)O)cc1COc1ccc2c(C)cc(=O)oc2c1
(48) Cc1cc(C)cc(Oc2coc3c(CN(C)C)c(O)ccc3c2=O)c1

Screen / compound no.	41	42	43	44	45	46	47	48
Mtb FBA inh	0.2	-1.4	-2.6	12.1	-3.9	3.8	9.7	91.9*
PriA SSB inh	4.7	-6.8	-2.4	11.8	/	-0.9	-13.0	6.9
DUSP3 inh	37.2	12.9	9.9	-11.7	/	-2.0	-1.0	17.8
3CLpro inhibitor	-3.4	-1.8	-1.7	9.4	/	4.7	1.7	2.8
BioA inh	-2.1	0.3	/	/	-1.7	/	/	-0.7
BH1578 lux ind	-0.7	i	i	-0.3	-3.0	i	-1.7	-0.7
GDH-TPI counter	10.7	9.5	-1.6	4.9	7.1	-0.9	9.8	22.2
MazEF act	6.7	9.6	-10.2	1.2	/	8.3	2.9	2.3
Rv3671c protease	-12.0	6.8	-9.5	-3.9	/	-1.9	-2.0	-3.2
UGM FP inh	-0.3	1.9	-1.9	0.7	/	-0.3	-2.3	-0.4

(49) Fc1ccc(NC(=S)N/N=C/c2ccc(F)c(F)c2)c(F)c1
(50) COc1cc(C(O)CO)ccc1OS(=O)(=O)O (configuration not stated)
(51) Cn1c(=S)[nH]c2ccccc21
(52) C=CCn1c(O)c(N=NC(=O)OC(C)(C)C)c2ccccc21
(53) CCc1ccc(/C=C(/C#N)C(N)=S)cc1
(54) Cn1c(SCC(=O)NCc2ccccc2)nnc1-c1ccc(NC(=O)CCc2ccccc2)cc1

Screen / compound no.	49	50	51	52	53	54
Mtb FBA inh	1.4	-0.8	3.9	0.0	-1.6	3.8
PriA SSB inh	/	-2.2	-12.0	0.6	38.0*!	-8.1
DUSP3 inh	51.6*	/	35.2	12.6	2.6	-20.6
3CLpro inhibitor	0.0	/	-4.6	-3.2	-1.3	4.4
BioA inh	-0.1	-0.2	-1.6	-0.9	/	1.1
BH1578 lux ind	i	i	-2.9	20.8	-0.4	i
GDH-TPI counter	29.9	13.0	-0.9	4.4	7.1	-12.0
MazEF act	-5.1	-3.7	3.4	6.1	1.3	-2.1
Rv3671c protease	-6.2	1.4	-2.5	-6.9	2.0	-2.7
UGM FP inh	-1.7	-1.5	1.5	-2.6	3.1	0.2

# Not all compounds are listed (hit frequency here may not be typical).
